# SRC3 TRFRET art: TR-FRET detection interference compounds, artefact control for PPARgamma SRC-3 recruitment agonists, biochemical, TR-FRET ratio; TR-FRET ratio at 8 µM; actives 0.39% (n = 99,000); TR-FRET artefact counter-screen, PPARgamma/SRC-3 format; stronger effect = higher value; in the data active = TR-FRET ratio above about 2000; also: inactives centre near 1600
# SRC1 TRFRET art: TR-FRET detection interference compounds, primary screen, artefact control for PPARgamma SRC-1 recruitment agonists, biochemical, TR-FRET emission ratio; AID 1051, 2008; actives 0.34% (n = 99,000); TR-FRET detection artefact counter-screen; stronger effect = higher value; TR-FRET ratio at 8 µM; in the data active = TR-FRET ratio above about 2300; also: inactives centre near 1800
# * = called active by the depositor.
SMILES,SRC3 TRFRET art,SRC1 TRFRET art
CCOC(=O)c1csc(-n2nc(C)cc2C(F)(F)F)n1,1649,1904
CC1(C)CC(CCNS(=O)(=O)c2ccccc2)(c2ccccc2)CCO1 (stereo unspecified),1574,1756
O=C(C[n+]1ccccc1)N1CCCc2ccccc21,1698,1887
Cc1nn(-c2ccccc2)c(Cl)c1/C=N/NC(=O)c1ccc(CNc2ccccc2)o1,1674,1729
Cc1[nH]c2ccccc2c1/C=N/NC(=S)NCc1ccccc1,1424,1935
CC(=O)OC(COc1ccccc1)Cn1cnc2cc(C)c(C)cc21 (stereo unspecified),1568,1786
COc1ccc(C2CC(=O)Oc3c2c(=O)n(C)c2ccccc32)c(OC)c1OC (stereo unspecified),1492,1499
CCOC(=O)CNC(=O)c1ccc(OCC(F)(F)F)cc1,1731,2028
COc1ccc(NC(=S)/N=C(\N)Nc2nc(C)c3ccc(C)cc3n2)cc1,1456,1738
COc1ccccc1NC(NC(=O)c1ccccn1)C(Cl)(Cl)Cl (stereo unspecified),1477,1704
CSc1nsc2nc(=O)c(/C=C3\C(C)=Nc4ccc(C)cc43)c(N)n12,1709,2093
COc1cccc(NC(=O)CCSc2nnc3scc(-c4ccccc4)n23)c1,1677,2177
C/C(=N\Nc1ccccc1)c1cc2ccccc2oc1=O,1735,1827
CC(C)CCN1C(=O)c2ccc(C(=O)Nc3cccc(S(N)(=O)=O)c3)cc2C1=O,1683,1842
CC1CCc2onc(C(=O)O)c2C1 (stereo unspecified),1610,1613
Cc1n[nH]c(=O)n1-c1ccc(C(C)C)cc1,1438,1483
Cc1cccc(C(C)(C)C)c1OCCN1CCCC1,1565,1608
CC(=O)c1ccc(OC(C)C)c(CSC(=N)N)c1,1544,1413
COc1ccc(C(C)=O)cc1COC(=O)CNC(=O)c1ccc(F)cc1,1433,1652
CCOc1ccc(Nc2oc(-c3ccco3)nc2C#N)cc1,1484,1820
COc1cc(C(=O)NCCc2cc3c(OC)ccc(OC)c3[nH]c2=O)cc(OC)c1OC,1400,1908
O=C(CSc1nncs1)NC(=O)NCc1ccco1,1493,1381
CC(=O)c1cnc2scnn2c1=O,1702,1647
COc1ccc(-c2[nH]ncc2[C@@H]2C[C@H]3CN(Cc4ccccc4C)C(=O)[C@]34CCCN24)cc1,1735,1774
O=C1Nc2ccccc2N=C(c2ccccc2)C1Br (stereo unspecified),1576,1827
SMILES,SRC3 TRFRET art,SRC1 TRFRET art
Cc1ccc(C)c(C(C)NC(=O)CC#N)c1 (stereo unspecified),1451,1653
S=C1NC2=C(CCC/C2=C\c2ccccc2)C(c2ccccc2)N1 (stereo unspecified),1696,1889
O=C(NNc1nc(=O)c2cccnc2s1)c1ccccc1O,1663,1885
CCCc1cc2c(=O)c(-c3nc4ccccc4s3)c(COCC(=O)O)oc2cc1O,1487,1719
CN(C)Cc1ccccc1Sc1ccc(O)cc1O,1534,1674
Cc1ccc(/C=C/C(=O)Nc2cc(S(=O)(=O)N3CCCCCC3)ccc2OCC(F)(F)F)o1,1673,1732
O=C(NCc1ccccc1)c1ccc(Br)cc1Br,1525,1826
Clc1ccc(Cn2cc(/C=N/n3cnnc3)c3ccccc32)cc1,1496,1623
CC(NC(=S)Nc1ccc(OC(F)F)cc1)c1ccc(F)cc1 (stereo unspecified),1278,1668
O=C(COC(=O)c1ccc(Cl)nc1)c1ccc2c(c1)OCCO2,1484,2018
Cn1c(CSc2ncccn2)nnc1SCC(=O)N1CCCCCC1,1488,1841
CC(=O)N1CCc2cc(N=NC3=C(O)CCCC3=O)ccc21,1639,1707
CCOC(=O)/C(C#N)=C/c1c(Oc2cccc(C)c2)nc2c(C)cccn2c1=O,1627,1740
COc1ccc(C2/C(=C(/O)c3ccc(C)cc3)C(=O)C(=O)N2CC2CCCO2)cc1OC (stereo unspecified),1769,1590
CC1CN(C(=O)Nc2ccccc2)c2ccccc2-[n+]2ccsc21 (stereo unspecified),1840,1757
O=C(Nc1ncccc1Cl)c1ccc2c(c1)OCCO2,1461,1506
Cc1cc(C)c2c(NC(=S)NC(=O)c3ccccc3)nn(C)c2n1,1720,1967
COc1ccccc1/C=N/NC(=O)c1csc(C)c1C,1646,1675
O=C(O)C(O)Cc1c[nH]c2ccccc12 (stereo unspecified),1702,1850
COC(=O)/C=C1\N/C(=N\c2nc(C)cc(C)n2)N(c2ccc(C)cc2)C1=O,1457,2004
COc1ccc(NC(=O)c2ccc(S(=O)(=O)C(F)F)cc2)c(OC)c1,1642,1720
Cc1ccc(-c2nn3c(C)nnc3s2)cc1NC(=O)c1ccco1,1289,1649
CCn1cc(C(=O)N2CCN(c3ccccc3F)CC2)c(=O)c2ccc(C)nc21,1483,1893
Cc1cc(C)c(NC(=O)c2c[nH]c(=S)n2-c2ccc(F)cc2)c(C)c1,1387,1768
CC(C)(C)N=C1NN=C(c2cc3ccccc3o2)CS1,1410,1786

# Two records drawn at random from those above, as already listed:
SMILES,SRC3 TRFRET art,SRC1 TRFRET art
CC(C)(C)N=C1NN=C(c2cc3ccccc3o2)CS1,1410,1786
Cc1cc(C)c(NC(=O)c2c[nH]c(=S)n2-c2ccc(F)cc2)c(C)c1,1387,1768

# The results go on.
SMILES,SRC3 TRFRET art,SRC1 TRFRET art
Cc1ccc(NC(=O)C2CCN(C(=O)c3ccccc3C)CC2)cc1,1436,1652
C=CCOn1c(=O)c(-c2ccccc2)[n+]([O-])c2ccccc21,1814,1833
O=C(N1CCCC1)C(F)(F)Oc1ccc(F)cc1,1575,1825
CCOC(=O)c1c(C)[nH]c(C(=O)COC(=O)C2=NNC(=O)CC2)c1C,1387,1552
COc1nc(OCC#N)nc(N2CCCCC2)n1,1245,1569
O=C(NN1C(=O)C2C3C=CC(C3)C2C1=O)c1cccc(Cl)c1 (stereo unspecified),1566,1805
Cc1csc(NC(=O)c2ccc(Cl)cc2[N+](=O)[O-])n1,1399,1818
Cn1c(SCc2nc3ccccc3c(=O)[nH]2)nc2ccccc21,1553,2065
C=C(C)C1CC=C(C)/C(=N\NC(=S)Nc2ccc(C)cc2)C1 (stereo unspecified),1672,1681
COC(=O)c1ccccc1NC(=O)CN1CCC(C)CC1,1663,1568
CC(C)C(NC(=O)C1CCC(C(C)(C)C)CC1)C(=O)NCCCN1CCCCC1 (stereo unspecified),1550,1811
O=C(Cn1cc2c(n1)CCCC2)Nc1cc(-c2cccc(Cl)c2)no1,1491,1629
O=[N+]([O-])c1ccc(Nc2nc(N/N=C/c3cccc(F)c3)nc(N3CCCC3)n2)cc1,1374,1753
COCCCNC(=S)N1CCCN(c2nc3cc(C)c(C)cc3cc2C#N)CC1,1492,1621
CC1=NN(C(=O)c2cc(C)nn2C)C(O)(C(F)(F)F)C1 (stereo unspecified),1524,1848
CN1C(=O)S/C(=C/c2cccn2-c2cccc(C(=O)O)c2)C1=O,1466,1806
O=C(COc1ncnc2ccccc12)N1CCN(c2ccccc2)CC1,1414,1677
OCCC1CN(Cc2cccn2-c2cccnc2)CCN1Cc1ccccc1 (stereo unspecified),1610,1799
CCc1ccc(NC(=O)c2cc(-c3cccs3)on2)cc1,1800,1879
Cc1cc(C)cc(C(=O)NCC(=O)OCC(=O)N2CCCCC2)c1,1587,1700
CC(CS(=O)(=O)c1ccccc1[N+](=O)[O-])N1CCOCC1 (stereo unspecified),1739,1908
CCCCN(C)Cc1c(C(=O)N2CCc3ccccc3C2)nc2ccc(Cl)cn12,1469,1738
CN(Cc1ccccc1)C(=S)Nc1ccc2nc3n(c(=O)c2c1)CCCCC3,1429,1812
Cc1ccc(CNC(=S)Nc2cc(C)ccc2OC(F)F)cc1,1447,1734
COCCCNC(=S)N(Cc1cccnc1)Cc1ccc(OC)c(OC)c1,1308,1695

# An excerpt of these results, with tabs:
molecule	SRC3 TRFRET art	SRC1 TRFRET art
CCn1cc(C(=O)N2CCN(c3ccccc3F)CC2)c(=O)c2ccc(C)nc21	1483	1893
O=C(COc1ncnc2ccccc12)N1CCN(c2ccccc2)CC1	1414	1677
Cc1[nH]c2ccccc2c1/C=N/NC(=S)NCc1ccccc1	1424	1935

# Shown with values under each structure: 4 of the compounds above.
# Results follow in this order: SRC3 TRFRET art | SRC1 TRFRET art
> CCOC(=O)CNC(=O)c1ccc(OCC(F)(F)F)cc1
→ 1731 | 2028
> COc1ccc(NC(=S)/N=C(\N)Nc2nc(C)c3ccc(C)cc3n2)cc1
→ 1456 | 1738
> COc1ccccc1NC(NC(=O)c1ccccn1)C(Cl)(Cl)Cl (stereo unspecified)
→ 1477 | 1704
> CSc1nsc2nc(=O)c(/C=C3\C(C)=Nc4ccc(C)cc43)c(N)n12
→ 1709 | 2093

# Continued.
SMILES,SRC3 TRFRET art,SRC1 TRFRET art
COCCCNCCCOc1ccc(Cl)cc1C(C)(C)C,1615,1663
Cc1ccc(NC2CCCCC2NS(=O)(=O)c2ccc(Cl)cc2)cc1 (stereo unspecified),1539,1770
Cn1c(=O)n(Cc2ccccc2)c2ccccc21,1457,1766
COc1cc(OC)c(NC2c3ccccc3C(=O)N2c2cc(C)ccn2)cc1Cl (stereo unspecified),1473,1927
N#CCCN(C(=O)CO/N=C/c1cccc([N+](=O)[O-])c1)c1ccccc1,1740,1927
CSc1nnc(CNC(=O)C23CC4CC(CC(C4)C2)C3)n1Cc1ccccc1,1395,1794
CC1(C)CC(O)C(C(O)c2cccc([N+](=O)[O-])c2)C(C)(C)N1 (stereo unspecified),1469,1943
COc1cc2nc(CN3CCC(Cc4ccccc4)CC3)[nH]c(=O)c2cc1OC,1493,1714
CCCCOc1ccc(C(NC(=O)OCC)NC(=O)OCC)cc1,1659,1951
C=CCN1C=C/C(=C\C=C(C#N)C#N)c2ccccc21,1543,2218
O=C1CN(CC(=O)NC(=O)NCc2ccccc2)CCN1,1520,1602
CN(C)C(=O)c1c(C(F)(F)F)nn(C)c1Cl,1605,1681
CC(C)[C@H](NC(N)=O)C(=O)Nc1cccc([N+](=O)[O-])c1,1682,1869
COc1cnn(-c2ccc(C)cc2)c(=O)c1Br,1747,1817
CC1=Nc2cc(C(=O)NCCCOC(C)C)ccc2Sc2ccc(C)cc21,1537,1725
O=C(NC(=S)NCC1CCCO1)c1cccs1 (stereo unspecified),1385,1751
O=C(/C=C/c1ccccc1)Nc1ccc2c(c1)OCCO2,1891,1625
Cn1c(N)c(C(=O)COC(=O)CCOc2ccc(C(C)(C)C)cc2)c(=O)n(C)c1=O,1511,1685
CN(C(=O)Cn1cccc1C1=NC(c2ccccc2)CO1)c1ccccc1 (stereo unspecified),1629,1845
Cc1ccc(C=NCc2ccncc2)c(O)c1,1548,1744
COc1ccc(CC(=O)NNc2ncnc3c2cnn3-c2ccc(C)cc2)cc1OC,1475,1770
CN(CC(=O)OCC(=O)c1c(N)n(C)c(=O)n(C)c1=O)S(=O)(=O)c1ccc(Cl)cc1,1595,1544
Cc1ccc(C)c(C(=O)COc2ncnc3ccccc23)c1,1748,1811
CC1(C)CC(=O)C2=C(C1)Nc1cc(C(=O)c3ccccc3)ccc1NC2c1ccccn1 (stereo unspecified),1478,1603

# Complete entries as entered above:
# Listed for Cn1c(=O)n(Cc2ccccc2)c2ccccc21 → SRC3 TRFRET art = 1457; SRC1 TRFRET art = 1766
# Listed for COCCCNCCCOc1ccc(Cl)cc1C(C)(C)C → SRC3 TRFRET art = 1615; SRC1 TRFRET art = 1663

# Assay outcomes deposited in PubChem BioAssay by The Scripps Research Institute Molecular Screening Center.
